Assay outcomes deposited in PubChem by Sanford-Burnham Center for Chemical Genomics.
SENP8 block-1: blocks human SENP8 cleavage of Nedd8 substrate. AID 602440. 0.64% of 360,000 active. Q96LD8. inhibition, % at 20 µM. recombinant SENP8, Nedd8 substrate fluorescence; in the data active means inhibition mostly above about 40%, no sharp cut-off; inactive means mostly below about 27%
Target sequence (Q96LD8 whole entry, looked up): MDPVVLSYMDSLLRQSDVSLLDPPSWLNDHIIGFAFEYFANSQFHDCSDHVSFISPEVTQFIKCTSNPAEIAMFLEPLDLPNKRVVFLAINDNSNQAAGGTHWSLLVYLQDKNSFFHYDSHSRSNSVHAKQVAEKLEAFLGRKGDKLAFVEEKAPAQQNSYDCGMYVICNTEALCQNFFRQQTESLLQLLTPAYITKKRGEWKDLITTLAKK
SENP1 FRET inh: inhibitors of human SENP1 SUMO protease catalytic domain. 0.21% of 360,000 active. recombinant SENP1 catalytic domain, CyPet-SUMO1-YPet FRET cleavage. Q9P0U3. inhibition, % at 10 µM. AID 624204;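 active means inhibition at least 30% at 10 µM, raw YFP signal under a set limit, fluorescence ratio 0.5 to 1.5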;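 further: 0% = enzyme with DMSO and 100% = no enzyme wells; some results filed as inactive read as strong as hits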
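Test system: recombinant human SENP1 catalytic domain, His6-tagged / Medium: pH 8 Tris buffer with EDTA, NaCl, BME, BSA, NP40, catalase / Also added: SUMO1 FRET substrate flanked by Cypet and Ypet, 25 nM / Times: 50 min reaction at room temperature / Signal: FRET, CFP and YFP emission / Control set: no-enzyme low control and enzyme-plus-DMSO high control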
SENP6 inh: inhibitors of human SENP6 protease | 1.8% of 330,000 active | Recombinant SENP6 catalytic domain, aminoluciferin luminescence | inhibition, % at 10 µM;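 active means inhibition above about 50% at the single tested dose, limit read from the data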;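 further: plate controls were DMSO wells with enzyme for no effect and DMSO wells lacking enzyme for full effect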
Target sequence (Q9GZR1 628-1112 limits assumed): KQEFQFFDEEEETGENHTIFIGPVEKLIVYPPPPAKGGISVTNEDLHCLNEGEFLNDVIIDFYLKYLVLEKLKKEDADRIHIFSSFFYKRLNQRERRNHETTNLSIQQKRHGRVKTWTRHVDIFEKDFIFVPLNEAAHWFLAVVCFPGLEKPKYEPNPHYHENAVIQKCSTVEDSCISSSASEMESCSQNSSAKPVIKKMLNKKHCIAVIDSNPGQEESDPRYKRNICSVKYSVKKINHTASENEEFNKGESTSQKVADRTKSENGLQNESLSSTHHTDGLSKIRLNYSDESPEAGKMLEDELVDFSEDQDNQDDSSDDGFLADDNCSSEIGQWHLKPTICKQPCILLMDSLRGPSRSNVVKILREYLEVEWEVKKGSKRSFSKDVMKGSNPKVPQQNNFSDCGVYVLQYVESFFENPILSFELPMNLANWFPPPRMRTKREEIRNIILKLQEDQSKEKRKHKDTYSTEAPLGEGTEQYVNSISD
SENP8 block-2: inhibitors of human SENP8 protease; 1.2% of 330,000 active; AID 2540; inhibition, % at 10 µM; purified SENP8, Z-RLRGG-aminoluciferin cleavage, luminescence; in the data active means inhibition above about 50%
HKDC1 inh: blocks human hexokinase HKDC1 activity; Q2TB90; AID 493160; recombinant HKDC1, G6PDH/diaphorase resazurin coupled fluorescence; inhibition, % at 20 µM; 0.16% of 340,000 active;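 active means inhibition above about 35% when tested at 20 µM, limit read from the data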;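 further: plate controls were DMSO wells with enzyme for no effect and DMSO wells lacking enzyme for full effect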
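Assay system – recombinant HKDC1 (HK5) hexokinase enzyme, produced in-house · Input – HKDC1 at 5 µg/mL · Reagent – glucose plus 1 mM ATP as hexokinase substrates · Timing – 90 min reaction incubation at room temperature, dark · Measured by – G6PDH/diaphorase-coupled fluorescence, 1 mM NADP, 100 µM resazurin, 525/613 nm · Benchmarks – DMSO-enzyme wells negative, buffer-substituted wells positive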
PfGluPho inh: PfG6PD (Plasmodium falciparum) enzyme inhibition | PfGluPho enzyme, NADPH resazurin-diaphorase fluorescence | inhibition, % at 20 µM | 0.78% of 350,000 active;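 active means inhibition reaching at least a set limit at 20 µM in the primary screen, cut at about 59% in these data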;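 further: 0% = DMSO wells with substrate and 100% = DMSO wells lacking glucose-6-phosphate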
SENP7 inh: blocks the human protease SENP7; inhibition, % at 5 µM; AID 434973; recombinant SENP7, Z-RLRGG-aminoluciferin luminescence, 40 min; Q9BQF6; 1.5% of 330,000 active;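 active means inhibition above about 50% at the single test dose, limit read from the data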;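 further: plate controls were DMSO with enzyme for no effect and no enzyme buffer wells for full effect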
Target sequence (Q9BQF6 706-1050 limits assumed): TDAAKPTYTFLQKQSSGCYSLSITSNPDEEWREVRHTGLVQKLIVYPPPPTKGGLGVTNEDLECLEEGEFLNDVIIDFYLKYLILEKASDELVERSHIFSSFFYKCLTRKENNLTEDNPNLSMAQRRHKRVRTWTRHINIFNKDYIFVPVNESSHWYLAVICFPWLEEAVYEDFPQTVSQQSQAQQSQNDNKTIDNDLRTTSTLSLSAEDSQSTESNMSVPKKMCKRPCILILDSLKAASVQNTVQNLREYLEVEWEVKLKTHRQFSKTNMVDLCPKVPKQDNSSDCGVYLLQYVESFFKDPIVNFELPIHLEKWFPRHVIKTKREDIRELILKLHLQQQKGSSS
Apaf1 inhib: blocks human Apaf-1 apoptosome activity; O14727; reconstituted apoptosome caspase-3 activity, DEVD-Rh110 fluorescence; inhibition, % at 20 µM; 0.71% of 330,000 active; AID 489030; active means inhibition of at least 40% at 20 µM;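 further: plate controls were DMSO wells for no effect and DEVD-CHO caspase inhibitor wells for full effect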
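Material: reconstituted apoptosome with Apaf-1, cytochrome c, caspase-9, procaspase-3, dATP / Buffer or medium: pH 7.5 Hepes buffer with CHAPS, BSA, DTT / Also added: cytochrome c with DEVD-Rh110 / Schedule: compound with Apaf-1, dATP, procaspase-3 30 min, then 50 min reaction, room temperature / Technique: rhodamine 110 fluorescence at Ex 480/Em 540 nm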
* marks the source's active call; other numbers are inactive results; i = inactive; . = no result given. This is a random part of the collection. Share with any hit: about 3.6%.

Molecule,SENP8 block-1,SENP1 FRET inh,SENP6 inh,SENP8 block-2,HKDC1 inh,PfGluPho inh,SENP7 inh,Apaf1 inhib
COc1ccc(OC)c(/C=N/NC(=O)c2csc3ccccc23)c1,i,2,-10,-11,3,23,-1,-8
Cc1ccc(S(=O)(=O)/N=C(\c2ccccc2)N(C)S(=O)(=O)c2ccc(C)cc2)cc1,35,1,-16,-4,-2,55,-2,18
O=C(CN1C(=O)/C(=C2\SC(=S)N(C3CCS(=O)(=O)C3)C2=O)c2ccccc21)Nc1ccc(F)cc1 (stereo not drawn),28,-1,5,4,5,0,-1,-17
NC(=O)c1cc([N+](=O)[O-])ccc1NCC1CCCCC1,27,-2,-13,1,-1,9,-1,18
O=C(N/N=C/c1ccc[nH]1)c1cccnc1,3,1,0,-4,-4,15,-2,-8
COC(=O)CCNS(=O)(=O)c1ccc2ccccc2c1,2,3,0,0,0,4,8,-3
CN(C)C(CNC(=O)c1cc(S(=O)(=O)N(C)c2ccc(F)cc2)ccc1Cl)c1cccs1 (stereo not drawn),2,2,.,.,1,-10,.,.
CCc1c(C2(O)CCCCC2)[nH]c2ccc(C#N)cc12,-129,-1,-13,-10,1,1,-16,20
O=C(CSc1nnnn1C1CCCC1)NCc1ccccc1,3,3,-1,4,-1,2,3,-4
COc1ccc(Cl)cc1NC(=S)NCc1cccnc1,6,1,-19,1,-5,-20,-3,7
NS(=O)(=O)c1ccc(CCNC(=O)Cn2c(=O)c3cccn3c3cccnc32)cc1,-53,-20,-15,-7,-21,-16,2,-8
O=Cc1ccc(Oc2ccc(F)cc2)nc1,14,-2,2,-2,-10,-7,7,2
O=C(NCCCc1ccccc1)C1CCN(c2nnc(-n3cccc3)s2)CC1,6,0,1,1,-6,-5,-10,20
O=C(Nc1cccc(F)c1)C1CCCN(c2cnccn2)C1 (stereo not drawn),-402,-1,-1,1,-3,11,3,-6
COc1ccc(C(=O)Nc2ccc(-c3cn4ccsc4n3)cc2)cc1S(=O)(=O)N1CCOCC1,18,3,8,1,-7,1,-1,-3
COc1ccc(S(=O)(=O)N2CCN(C(=O)c3cccs3)CC2)cc1,36,0,-15,4,5,2,5,9
CCOc1ccc(C(=O)C(c2ccccc2)N2CCOCC2)cc1 (stereo not drawn),19,1,-15,-10,1,-9,-11,13
COC(=O)c1c(N)sc(C(=O)N2CCOCC2)c1C,8,0,-10,-11,-9,-20,-7,8
CCc1ccc(NC(=O)N2CCc3ccccc3C2)cc1,3,0,18,-3,1,28,6,13
Cc1ccc2[nH]c(=O)c(CN(CCCN(C)C)C(=O)Nc3ccc(Cl)cc3)cc2c1,-25,2,3,1,-8,-6,-6,-10
COc1cccc(C2C(C(N)=O)=C(C)Nc3nc(-c4cccc(Cl)c4)nn32)c1 (stereo not drawn),-23,-10,-4,1,0,8,6,6
COCCCNC(=O)c1ccc(C(=O)NCCCOC)cc1,14,1,-9,-7,-1,-11,-10,-1
O=C(O)Cc1ccc(NC(=O)C2CC=CCC2C(=O)O)cc1 (stereo not drawn),.,.,-18,-1,.,.,8,-25
O=S(=O)(NCCCNS(=O)(=O)c1c(F)cccc1F)c1ccc2c(c1)OCCO2,26,3,1,6,0,-4,-4,-6
COc1cccc(NC(=O)CC(C)=O)c1,6,1,-6,0,-5,-6,5,-5
O=Cc1c[nH]c2cccc(OCc3ccccc3)c12,-252,0,-10,-21,4,25,-7,11
Cc1nc(Nc2ccccc2)sc1-c1ccccc1,-110,3,90*,82*,-2,33,90*,17
CN(c1ccc(C(=O)N2CCN(Cc3ccc4c(c3)OCO4)CC2)cc1)S(C)(=O)=O,2,1,-7,-5,-10,1,0,2
CC(NS(=O)(=O)c1ccc(Br)cc1)C(=O)NCc1ccco1 (stereo not drawn),-8,-1,5,-2,-7,-16,3,3
CCOC(=O)C1CCCN(C(=O)c2cccc(S(=O)(=O)N(Cc3ccccc3)c3ccccc3OC)c2)C1 (stereo not drawn),11,3,-11,-4,-2,11,-1,22
CN(C)c1cccc(C(=O)NC2CCCc3ccccc32)c1 (stereo not drawn),-309,0,-17,3,-3,2,-6,11
Cc1cc(C)cc(NC(=S)N2C3CCCC2CC(NC(=O)C2CC2)C3)c1 (stereo not drawn),-2,-1,6,-3,-5,-7,-9,2
CCCCC1=CC2=CC(=O)C(C)(OC(=O)CC)C(=O)C2=CN1CCOC (stereo not drawn),-4,-43,6,3,21,29,-5,18
O=C(Cc1c(Cl)cccc1Cl)OCC(=O)N1CCc2ccccc2C1,22,1,14,-8,-3,-10,2,13
O=C1C2CC=CCC2C(=O)N1c1ccc(NCCc2ccccc2F)c([N+](=O)[O-])c1 (stereo not drawn),18,6,-9,-8,-3,3,2,7
C=CCN1C=C2C(=O)C(C)(OC(=O)CCC(=O)OC)C(=O)C=C2C=C1C1CC1 (stereo not drawn),-21,-74,27,9,19,42,1,43*
CCO[C@H]1OC(C(=O)N2CCOCC2)=C[C@@H](c2cn(C(C)=O)c3ccccc23)[C@@H]1CCCO,12,-1,5,5,-1,3,-11,-3
O=S(=O)(c1ccccc1)N1CCn2c(nc3ccccc32)C1,12,3,-4,3,1,8,-9,-9
CN(C)S(=O)(=O)c1cccc(NC(=O)CCNC(=O)c2ccccc2Cl)c1,14,2,11,0,-14,-10,9,12
Cc1ccc(Sc2ccc(/C=N/O)cc2[N+](=O)[O-])cc1,42*,4,7,-13,3,14,4,12
Cc1cc(N2CCOCC2)ccc1/C=C1\NC(=O)N(Cc2ccccc2F)C1=O,-424,-39,-14,-5,1,0,-11,17
C=CCN(CC=C)CCCOc1ccccc1C(=O)OC,23,1,-1,1,-5,-10,1,-2
O=C(CN1C(=O)c2ccccc2S1(=O)=O)NCc1ccccc1,11,1,2,0,-4,-4,5,8
c1ccc(N2CCN(c3ncccn3)CC2)cc1,6,5,-10,-7,-2,-1,-9,-7
CCc1ccccc1N1CSC2=C(C#N)C(c3ccccc3F)CC(=O)N2C1 (stereo not drawn),-123,-48,6,-1,13,74*,2,2
Cc1ccc(-c2cc3ccccc3nc2N2CCOCC2)cc1,-400,-1,10,-2,12,-9,6,14
Cn1c(=O)c2c(ncn2CC(=O)N2CCN(S(=O)(=O)c3ccc(Cl)cc3)CC2)n(C)c1=O,-10,-1,-4,-3,-5,0,-4,5
Cc1cc(=O)nc2c3ccccc3n(C(C)C(=O)Nc3c(F)c(F)c(F)c(F)c3F)n12 (stereo not drawn),-87,0,-22,-5,-3,9,-5,14
CCC1(C)CC2(CCCN(CCC(O)(c3ccccc3)c3ccccc3)C2)CCO1 (stereo not drawn),21,1,3,5,-3,10,9,-1
O=C(CCN1N=C(c2ccccc2)CCC1=O)NCC1COc2ccccc2O1 (stereo not drawn),17,2,6,-3,-2,26,1,15
CC(=O)c1ccc(OCC(O)CN2CCN(c3ccccn3)CC2)cc1 (stereo not drawn),-2,-2,-12,-2,3,-7,10,8
CC(Nc1cccnc1)=C(C#N)C#N,5,4,-20,-2,13,-16,-1,-8
CCN(CC(=O)Nc1ccc(OC(F)F)cc1)C1CCCCC1,6,-2,-28,-7,-13,17,-1,2
CCOC(=O)C(NC(C)=O)(N1CCOCC1)C(F)(F)F (stereo not drawn),.,.,-9,-5,.,.,-2,-5
[O-][n+]1cccc2cccc(O)c21,-3,0,.,.,8,41,.,.
O=C(O)C1CCCN1S(=O)(=O)c1ccc(Br)s1 (stereo not drawn) (tested in a mixture with another compound),0,1,-9,4,-8,6,1,0
Cc1ccc(NC(=O)C2CCCN2S(=O)(=O)c2cccc3cccnc23)cc1F (stereo not drawn),8,-5,3,1,3,1,3,0
Cc1cccc(N=C2NC(=O)/C(=C3/C(=O)N(C)c4ccccc43)S2)c1C,36,1,-16,4,0,-5,-3,-5
Cc1ccc(-c2csc(N3CCN(c4cc5c(cc4Cl)nc(-c4ccncc4)n5CCN4CCCCC4)CC3)n2)cc1,i,-40,-8,2,7,53,-8,37
COc1ccc(/C=N/NC(=O)c2ccccc2O)cc1Cn1nnc2ccccc21,-410,1,9,10,-2,-27,0,-3

Going on with the list:
Molecule,SENP8 block-1,SENP1 FRET inh,SENP6 inh,SENP8 block-2,HKDC1 inh,PfGluPho inh,SENP7 inh,Apaf1 inhib
CCCCN1C(=O)C(C#N)CC2=C1CC(C)(C)CC2=O (stereo not drawn),-3,1,.,.,-8,-177,.,.
COc1ccc2cc(CCC(C)=O)ccc2c1,-7,0,-12,-13,-5,7,-5,-1
CC(=O)Nc1ccc(S(=O)(=O)NNc2ccc([N+](=O)[O-])cc2)cc1,22,-1,13,-1,2,75*,3,-4
CCOc1ccc(CCNC(=O)CN2CCN(Cc3ccccc3F)C2=O)cc1OCC,6,0,16,7,-3,-22,10,8
Cc1cc(C)n(-c2ncc(-c3ccccc3)nn2)n1,10,-1,1,3,1,-2,-9,-3
COc1ccc2nc(SCC(=O)Nc3nonc3C)[nH]c2c1,3,2,21,7,-7,11,-1,-6
CN(CC1CCCN(CCc2ccc(Cl)cc2)C1)C(=O)c1ccoc1 (stereo not drawn),6,0,-11,-6,-5,5,0,10
O=C(NCCC(c1ccccc1)c1ccccc1)c1cccs1,18,1,-18,-12,9,12,-6,8
CCN(CC)S(=O)(=O)c1ccc(NC(=S)NC(=O)C2CCC2)cc1,2,3,-6,13,6,5,10,15
NC(=O)CSc1ccc(S(=O)(=O)N2CCCCC2)cn1,6,-18,-4,2,-3,21,10,-5
O=C(NCC1CCCCC1)c1ccc(Cl)c(S(=O)(=O)N2CCOCC2)c1,13,1,-4,-11,1,-1,-4,11
CC(C)(C)SCCNC(=O)c1ccc(Cl)c([N+](=O)[O-])c1,25,1,3,-2,-2,-14,0,1
O=C(CSc1nccn1-c1ccc(Cl)cc1)Nc1ccc2c(c1)OCO2,24,0,-2,-2,8,3,11,6
O=C(Cc1ccccc1)NCC(=O)OCC(=O)c1ccc(Cl)c([N+](=O)[O-])c1,20,1,-7,-14,-9,-35,-5,0
CCOC(=O)Cc1cc(=O)[nH]c(/N=C(\N)Nc2ccc(C)c(C)c2)n1,3,0,-2,0,-11,11,4,1
CCOC(=O)c1cnn(-c2ccc(C)cc2)c1N,18,1,-12,0,-2,2,3,5
C=CCOc1ccc(CN(C)CC(O)COc2cccc3ccccc23)cc1 (stereo not drawn),10,1,-14,-5,2,5,0,23

Reprinted at random: three entries already listed, in no set order.
Molecule,SENP8 block-1,SENP1 FRET inh,SENP6 inh,SENP8 block-2,HKDC1 inh,PfGluPho inh,SENP7 inh,Apaf1 inhib
O=C(NCC1CCCCC1)c1ccc(Cl)c(S(=O)(=O)N2CCOCC2)c1,13,1,-4,-11,1,-1,-4,11
CCOC(=O)c1cnn(-c2ccc(C)cc2)c1N,18,1,-12,0,-2,2,3,5
CCCCN1C(=O)C(C#N)CC2=C1CC(C)(C)CC2=O (stereo not drawn),-3,1,.,.,-8,-177,.,.
